# SF1 activator = SF-1 (human) activation; Q13285; CHO-K1 Gal4-SF-1 LBD luciferase reporter; % increase over DMSO SF-1-specific signal; activation, % at 10 µM; 65,000 tested, 1.9% active;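 active = activation above the mean activation of all tested compounds plus 3 SD, cut at about 50% in these data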
#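 System: CHO-K1 cells with Gal4–hSF-1 LBD chimera plus Gal4-driven luciferase; quantity: 4,000 CHO-K1 cells per well; compound: one dose, 10 µM compound, 1% DMSO; times: 20 h compound treatment, 37 °C; measured by: SteadyLite luciferase luminescence; read-out: percent activation versus DMSO; benchmarks: DMSO and mock-transfected background; replicates: one test per compound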
# NADH coupling = blocks coupling enzymes of NAD/NADH assays | coupled PK/LDH NADH assays, four targets | IC50, µM (series often up to 10 µM), inactives show top-dose inhibition | 65,000 tested, 0.02% active;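 active = single-dose screening hits from any of four coupled enzyme assays that gave an IC50 when retested across doses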;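 note: the DPM-DC format reads NADH fluorescence rather than 340 nm absorbance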
# D1 mod = D1 dopamine receptor (human) allosteric modulation. HEK293 D1, CRE-luciferase, dopamine EC30 potentiation; actives deviate in either direction. 58,000 tested, 5.9% active. B-score at 10 µM;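 active = luminescence count or its row- and column-corrected plate score outside the 99.7% band of the plate's sample wells, on either side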
# TNAP act mid DEA = human TNAP activation, intermediate phosphate acceptor | activation factor at 20 µM | AID 813 | 64,000 tested, under 10 active | purified TNAP, CDP-star luminescence, 100 mM DEA, 30 min; hits give high values; scale: 0 levamisole-inhibited, 1 vehicle-only enzyme | P05186;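 active = activation factor of at least 2 at 20 µM, relative to controls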
# Target sequence (P05186 whole entry, looked up): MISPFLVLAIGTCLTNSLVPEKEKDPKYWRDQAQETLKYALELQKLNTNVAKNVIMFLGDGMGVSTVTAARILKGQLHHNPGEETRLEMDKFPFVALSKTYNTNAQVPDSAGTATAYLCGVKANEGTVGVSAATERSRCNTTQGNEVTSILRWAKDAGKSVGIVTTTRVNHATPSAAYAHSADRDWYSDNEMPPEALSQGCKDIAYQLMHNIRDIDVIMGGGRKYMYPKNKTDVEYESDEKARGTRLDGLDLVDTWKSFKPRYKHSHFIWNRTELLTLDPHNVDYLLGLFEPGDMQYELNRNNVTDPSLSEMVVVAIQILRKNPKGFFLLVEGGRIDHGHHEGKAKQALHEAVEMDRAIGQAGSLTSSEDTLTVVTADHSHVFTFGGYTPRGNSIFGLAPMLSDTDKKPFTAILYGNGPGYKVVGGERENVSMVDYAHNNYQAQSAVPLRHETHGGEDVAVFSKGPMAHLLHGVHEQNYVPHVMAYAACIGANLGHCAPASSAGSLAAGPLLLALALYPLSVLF
# M1 antagonist = antagonists of rat M1 muscarinic receptor; P08482; CHO-M1 cells, Fluo-4 calcium, ACh EC80 antagonist mode; hits give low values; B-score at 10 µM; 64,000 tested, 3.4% active; AID 628;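 active = calcium fluorescence response, raw or row-and-column corrected B-score, differing from the plate sample mean either way at a set confidence level, mostly lower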
# Target sequence (P08482 whole entry, looked up): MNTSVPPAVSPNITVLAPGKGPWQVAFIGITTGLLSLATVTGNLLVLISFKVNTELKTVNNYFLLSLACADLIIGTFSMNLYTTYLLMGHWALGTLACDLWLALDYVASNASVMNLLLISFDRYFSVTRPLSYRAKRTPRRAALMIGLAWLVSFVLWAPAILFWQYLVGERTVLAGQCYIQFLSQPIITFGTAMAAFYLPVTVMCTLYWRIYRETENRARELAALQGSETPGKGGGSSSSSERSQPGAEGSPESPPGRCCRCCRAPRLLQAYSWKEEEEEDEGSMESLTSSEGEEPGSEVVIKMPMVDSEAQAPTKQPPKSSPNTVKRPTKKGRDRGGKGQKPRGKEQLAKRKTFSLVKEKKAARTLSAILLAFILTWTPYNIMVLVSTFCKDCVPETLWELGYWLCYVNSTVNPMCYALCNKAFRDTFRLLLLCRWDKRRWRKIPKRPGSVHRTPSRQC
# Ecoli tolC = E. coli tolC mutant growth inhibition | growth inhibition, % at 10 µM (by protocol) | 65,000 tested, 2.2% active | E. coli BW25113 tolC mutant growth, OD615 | AID 573;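 active = growth inhibition at or above a cutoff equal to the mean over every tested compound plus 3 SD, cut at about 60% in these data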;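 note: growth measured after 20 h incubation at 37 °C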
#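 Test system – E. coli BW25113 ΔtolC::kan, tolC deletion mutant strain · Detection – OD at 615 nm · Buffer or medium – LB with kanamycin 50 µg/mL · Times – 20 h compound exposure of bacteria at 37 °C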
# Jurkat tox 60K = cytotoxic compounds reducing Jurkat cell viability; Jurkat E6.1 viability, ATP luminescence, 48 h; inhibition, % at 4 µM; 56,000 tested, 1.2% active; AID 463;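 active = inhibition above the mean inhibition of all tested compounds plus 3 SD, cut at about 28% in these data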
# HEK293 NFkB inh = inhibitors of the PMA/ionomycin-induced NF-kB reporter in HEK293 cells; HEK-293 NF-kB luciferase reporter, luminescence; inhibition, % at 3 µM; 62,000 tested, 0.21% active;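 active = inhibition above the mean of all tested compounds plus 3 SD, cut at about 40% in these data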;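 note: 0% = stimulated DMSO wells and 100% = 10 µM reference inhibitor 5653914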
#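 Signal: luciferase luminescence; Material: HEK-293 cells with stable firefly luciferase reporter driven by four HIV NF-kB elements; Probe or stimulus: PMA with ionomycin; Replication: tested once; Times: 1 h compound pretreatment, then 16 h stimulation at 37 °C, 5% CO2; Benchmarks: DMSO and 10 µM reference inhibitor; Evaluation: per-plate % inhibition versus controls.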
# M1 agonist = activates the M1 muscarinic receptor; CHO-M1 cells, Fluo-4 calcium fluorescence, agonist mode; hits give high values; B-score at 10 µM; 64,000 tested, 3% active; AID 626;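 active = fluorescence rise, raw or as B-score row- and column-corrected plate score, outside the 99.7% band of its plate's samples, either direction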
# Numbers without * were called inactive; · = not tested or not shown; [ ] = remark or other dose.
SMILES,SF1 activator,NADH coupling,D1 mod,TNAP act mid DEA,M1 antagonist,Ecoli tolC,Jurkat tox 60K,HEK293 NFkB inh,M1 agonist
CCOC(=O)CSC1=C(C#N)C(c2ccco2)C(C(=O)OCc2ccccc2)=C(C)N1 (configuration not stated),-2,8%,1.1,0.9,-0.0065,54,8,10,-0.0043
Cc1cccc(C)c1NC(=O)CSc1nnc([C@@H]2CCCN2C(=O)OC(C)(C)C)o1,-2,5%,0.27,1,0.065,-6,·,8,-0.25
Cc1nc(C)c(C(=O)Nc2cccc(C)c2C)o1,-14,3%,·,1,-0.053,-10,1,12,-0.2
CC1CCN(S(=O)(=O)c2cccc(C(=O)Nc3nccs3)c2)CC1,-10,4%,-0.069,0.8,0.59,-11,2,8,-0.15
CCn1c(CNc2cccc(Cl)c2)nnc1SCC(=O)OC1CCCCC1,1,8%,-0.11,0.9,-0.36,60*,0,5,-0.35
Cc1ccc(S(=O)(=O)NCc2nc3ccccc3c(=O)n2N)cc1,-4,4%,-0.09,0.9,0.74,-4,15,2,-0.62
CCOC(=O)C1C(=O)NC(N2CCCCC2)=NC1C(C)C (configuration not stated),-8,3%,0.6,1,·,-16,6,12,·
Cc1ccc(S(=O)(=O)N2CCOCC2)cc1C(=O)NCc1ccco1,0,6%,-0.65,0.9,1.3,-10,-2,9,-0.76
COc1ccc(C(=O)CSc2nnnn2Cc2ccccc2)cc1,6,3%,0.92,0.9,-0.21,42,-5,10,-0.17
Cc1ccc(/C(O)=C2\C(=O)C(=O)N(c3cc(C)on3)C2c2cccc(Cl)c2)cc1 (configuration not stated),-7,6%,-0.99,1,-0.073,54,-2,3,0.85
CS(=O)(=O)N1CCc2cc(C(=O)N3CCCCC3)ccc21,-8,5%,-1.1,0.9,0.29,-14,4,11,0.39
CN=C1SC(CC(=O)Nc2cccc(Cl)c2Cl)C(=O)N1C (configuration not stated),-4,6%,0.48,0.9,0.05,-4,17,13,-0.47
CCOC(=O)CSc1nnc(-c2nnc(SCC(=O)OCC)n2CC)n1CC,9,6%,·,0.9,0.78,-23,-5,6,-0.8
N#CCSc1nnc(N)s1,-20,4%,-1.3,0.9,-0.073,-33,1,12,-0.0063
O=C(O)c1cccc(S(=O)(=O)N2Cc3ccccc3C2)c1,2,7%,-0.12,·,0.52,-2,-5,14,0.37
O=C1CN(c2ccccc2Cl)C(=O)CN1c1ccccc1Cl,-6,5%,-0.38,1,0.16,1,-2,12,-0.12
COc1ccc(CCNC(=O)c2nnn(CC(=O)Nc3ccccc3)c2N)cc1OC,-4,2%,-0.053,0.9,0.78,-15,5,19,3.8
COc1ccc(C(=O)NCCCn2ccnc2)cc1,-2,3%,-0.65,0.9,0.42,-10,·,14,-0.065
N#CCCN(C(=O)Nc1ccc(Cl)cc1)c1ccccc1,16,5%,0.54,0.8,-0.53,5,-2,2,-0.11
CCOC(=O)N1CCC(NC(=O)Cn2cc3c(n2)CCCCC3)CC1,2,7%,0.43,0.9,0.03,-12,-3,18,-0.03
COCCN1CC(=O)N(c2cccc(C)c2C)C(c2ccc(Cl)cc2)C1=O (configuration not stated),-11,10%,-1.4,1,-0.74,·,5,1,3.6
Cc1ccc(Cn2ccc(NC(=O)c3cc(C(C)C)on3)n2)cc1,12,1%,1.6,0.9,1.1,28,-4,-12,-1
Cc1ccc(OS(=O)Nc2cccc3nccnc23)cc1 (configuration not stated),-4,3%,-0.26,0.9,0.057,12,0,9,-0.29
COc1ccccc1C1CC(=O)NC(SCC(=O)Nc2ccccc2)=C1C#N (configuration not stated),14,1%,-1.3,0.9,0.54,16,4,2,-0.025
O=C(N1CCOCC1)N(Cc1cccs1)C1CCCC1,1,7%,0.013,0.9,-0.38,-1,1,13,0.1
COc1ccc(-c2nnc(SCc3cccc(C#N)c3)o2)cc1,-4,6%,1.4,0.9,-0.29,16,3,6,0.28
COc1ccc(NC(=O)COC(=O)c2ccc(Br)o2)cc1OC,12,3%,-0.51,1,0.56,-3,-4,13,0.59
COc1ccc(N2CCN(S(=O)(=O)c3ccc(Cl)c(C(F)(F)F)c3)CC2)cc1,1,2%,-0.44,0.9,0.64,7,1,-6,1.9
CSCC[C@H](NC(=O)OC(C)(C)C)c1nnc(SCC(=O)Nc2c(C)cccc2C)o1,-6,0%,-0.99,0.9,2*,-8,2,9,1
CCS(=O)(=O)Nc1cccc(C(=O)CC2(O)C(=O)Nc3ccccc32)c1 (configuration not stated),-9,3%,-0.003,1,0.024,-14,2,5,-0.022
CCOC(=O)C1=C(N)OC2=C(C(=O)CCC2)C1c1ccccc1OCC (configuration not stated),1,13%,0.032,1,0.093,0,4,2,0.24
CCOC(=O)C1=C(CC)Nc2ccccc2N=C1NC(=O)Nc1ccccc1OC,4,1%,0.25,0.9,0.84*,-8,-4,13,0.87
Cc1c(-c2nn(C)c(=O)c3ccccc23)oc2ccc(F)cc2c1=O,-4,2%,1.8,1,-1.4,16,-3,9,0.26
O=C(NC1CC1)c1ccc(COc2ccc(F)cc2)o1,10,6%,·,0.8,-0.05,1,-3,7,-0.5
C1CCC(OCCN2CCN(CCOC3CCCCC3)CC2)CC1,-2,4%,-0.16,1,-2.2,-13,-4,0,-1.2
COc1ccc(S(=O)(=O)N2CCN(CCO)CC2)cc1-c1nnc2c3ccccc3c(C)nn12,8,11%,1.3,0.9,0.2,-8,-1,2,-0.03
COc1ccc(OC)c(NC(=O)CNC(=O)Cn2ccc3ccccc3c2=O)c1,5,14%,0.011,0.9,0.86,-2,1,5,-0.11
CC1=C(C(=O)OC2CCCCC2)C(c2cccnc2)n2nnnc2N1 (configuration not stated),22,5%,0.73,0.9,0.15,5,·,4,-0.004
CCn1cnc2c1c(=O)n(Cc1csc(-c3ccccc3)n1)c(=O)n2Cc1ccccc1,1,4%,2.4,0.9,0.033,32,0,0,-1.3
COc1ccc(Cn2c(O)cc(=O)[nH]c2=O)cc1,6,2%,·,0.9,0.14,11,·,·,-0.24

# Profiles as entered above. Screens in order: SF1 activator	NADH coupling	D1 mod	TNAP act mid DEA	M1 antagonist	Ecoli tolC	Jurkat tox 60K	HEK293 NFkB inh	M1 agonist
# `COc1ccc(S(=O)(=O)N2CCN(CCO)CC2)cc1-c1nnc2c3ccccc3c(C)nn12` is listed as 8	11%	1.3	0.9	0.2	-8	-1	2	-0.03
# `CCn1cnc2c1c(=O)n(Cc1csc(-c3ccccc3)n1)c(=O)n2Cc1ccccc1` is listed as 1	4%	2.4	0.9	0.033	32	0	0	-1.3
# `C1CCC(OCCN2CCN(CCOC3CCCCC3)CC2)CC1` is listed as -2	4%	-0.16	1	-2.2	-13	-4	0	-1.2
# `O=C(NC1CC1)c1ccc(COc2ccc(F)cc2)o1` is listed as 10	6%	·	0.8	-0.05	1	-3	7	-0.5

# Continuation:
SMILES,SF1 activator,NADH coupling,D1 mod,TNAP act mid DEA,M1 antagonist,Ecoli tolC,Jurkat tox 60K,HEK293 NFkB inh,M1 agonist
Cc1cccc(NS(=O)(=O)c2ccc(C)c(C(=O)OCC(=O)Nc3cc(C)on3)c2)c1,-12,0%,0.12,1,0.31,8,·,5,-0.67
CC(C)(C)NC(=O)C1CCN(C(=O)c2ccc(Br)cc2)CC1,-12,3%,0.19,1,0.14,-13,-6,2,-0.84
CCCCOC(=O)Cn1cnc2ccc(Br)cc2c1=O,-14,5%,-0.62,0.8,0.57,-1,-6,12,-0.022
C#CC1CN(Cc2ccccc2)CC(C#C)N1C (configuration not stated),-8,4%,-0.15,0.9,0.31,18,·,·,0.075
Cc1nnc(SCC(=O)c2ccc(S(=O)(=O)N3CCOCC3)cc2)n1-c1ccccc1,-2,4%,0.2,1.1,-0.76,-4,1,21,0.26
CCCCS(=O)(=O)c1sc2nc3c(cc2c1N)CCCC3,-14,8%[fluoresces],-0.12,0.8,-0.52,3,5,-2,-0.28
CC(O)c1cc2c(cc1NC(=O)c1cnn3c1NC(c1ccco1)CC3C(F)(F)F)OCO2 (configuration not stated),-2,2%,-0.37,0.9,-1.9,-8,4,12,0.044
CN(CC1CCCO1)S(=O)(=O)c1ccc(C(=O)Nc2nc(-c3ccccn3)cs2)cc1 (configuration not stated),-70,5%,-2,1.1,0.014,53,52*,12,9.6*
O=C(Cn1c(=O)[nH]n(-c2ccccc2)c1=O)N1CCCc2ccccc21,-8,3%,-0.0098,0.9,1.2,11,4,10,-0.79
NC1=NC2(CCN(Cc3ccccc3)CC2)n2c(nc3ccccc32)N1,-5,14%,·,1.3,-0.89,4,0,4,-0.95
COc1ccc(C(=O)Nc2nccs2)cc1OC,1,4%,2.7,1,0.44,-4,-2,-4,-0.24
CC(=O)Nc1ccc(S(=O)(=O)N2CCN(C(C)CCc3ccccc3)CC2)cc1 (configuration not stated),·,4%,0.02,0.9,0.2,3,·,·,-0.019
COC(=O)C1=C(C)Nc2nc(-c3ccccc3)nn2C1c1ccc(C)o1 (configuration not stated),1,1%,-7.3*,0.9,-0.12,3,-7,11,-0.17
O=C(NCC(c1cccnc1)N1CCOCC1)c1ccco1 (configuration not stated),-6,9%,-0.7,0.9,0.39,7,·,9,0.0076
CCOC(=O)N1CCC(NC(=O)C2=C(C)C(=O)OC23CCC(C)CC3)CC1 (configuration not stated),4,3%,0.43,0.9,0.66,-1,-4,16,-0.42
CN1CCCc2cc(C#N)c(=O)[nH]c21,24,3%[fluoresces],-0.32,1,-0.29,-5,-3,10,-0.23
CCCn1c(SCC(=O)Nc2sc(C)c(C)c2C(=O)OCC)nc2c1c(=O)n(C)c(=O)n2C,6,5%,6.5*,0.9,0.043,2,-1,-2,-0.083
O=c1c2c(nc3nc(Cc4ccccc4)[nH]n13)CCC2,-6,3%,1.6,0.9,0.45,12,0,11,-0.085
CCOc1cccc(C2c3c(oc4cc(C)c(C)cc4c3=O)C(=O)N2CCCN(C)C)c1 (configuration not stated),-13,8%,-0.075,0.9,0.23,5,-3,12,-0.35
Cc1ccc(N2C(=O)c3cccc4c(N5CCN(C)CC5)ccc(c34)C2=O)c2cccnc12,-16,1%,-0.52,0.9,-3.1*,-4,8,14,405*

# Printed as active in D1 mod, of those listed so far:
Structure | NADH coupling | D1 mod | TNAP act mid DEA | M1 antagonist | HEK293 NFkB inh | M1 agonist
COC(=O)C1=C(C)Nc2nc(-c3ccccc3)nn2C1c1ccc(C)o1 (configuration not stated) | 1% | -7.3* | 0.9 | -0.12 | 11 | -0.17
CCCn1c(SCC(=O)Nc2sc(C)c(C)c2C(=O)OCC)nc2c1c(=O)n(C)c(=O)n2C | 5% | 6.5* | 0.9 | 0.043 | -2 | -0.083

# (further entries)
SMILES,SF1 activator,NADH coupling,D1 mod,TNAP act mid DEA,M1 antagonist,Ecoli tolC,Jurkat tox 60K,HEK293 NFkB inh,M1 agonist
COc1ccc(-n2nnc3c(SCC(=O)c4ccccc4)ncnc32)cc1,-4,3%,-0.068,0.9,-0.077,-2,0,2,0.47
Cc1cn(C(=O)c2cccc(Br)c2)c(C)n1,6,0%,8*,1,0.31,-10,2,9,0.13
O=C(CSc1nc2ccsc2c(=O)n1-c1ccccc1)N1CCCC1,-23,5%,0.55,1,0.46,-2,·,7,0.47
COCCCN1C(=O)c2[nH]nc(-c3ccccc3O)c2C1c1cccc(Cl)c1 (configuration not stated),30,3%,1.2,1.4,0.15,52,90*,7,0.46

# Screening data (PubChem)

# Hits appear at their usual frequency; 15% or so of the library scored in one or more.
